Screening data: PubChem BioAssay, National Center for Advancing Translational Sciences (NCATS)
Pf growth 96h: inhibits malaria parasite growth, 96 h. P. falciparum luciferase reporter growth, 96 h. Potency, µM (titrated, usually from 28.7 µM), for inactives: at the top dose activity change, negative = inhibition, hits mostly inhibitors. 320,000 compounds, 6.9% hits; further: potency means the concentration at half of the fitted maximal effect; on the % scale 0 is the no-effect control and ±100 the full control effect
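Plates of compound plus infected erythrocytes (2% hematocrit, 0.05% parasitemia final) incubate 96 hours, 37 C, 5% CO2. Detection reagent added; reduced luminescence from the parasites' luciferase reporter flags inhibition.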
LmPK inh: inhibitors of Leishmania mexicana pyruvate kinase | Q27686 | 290,000 compounds, 0.37% hits | AID 1721 | Potency, µM (highest dose often 57.5 µM), for the others: at the top dose activity change, negative = inhibition, hits mostly inhibitors | purified LmPK, Kinase-Glo ATP luminescence, 1 h; further: potency means the concentration at half of the fitted maximal effect; on the % scale 0 is the no-effect control and ±100 the full control effect
Target sequence (Q27686 whole entry, looked up): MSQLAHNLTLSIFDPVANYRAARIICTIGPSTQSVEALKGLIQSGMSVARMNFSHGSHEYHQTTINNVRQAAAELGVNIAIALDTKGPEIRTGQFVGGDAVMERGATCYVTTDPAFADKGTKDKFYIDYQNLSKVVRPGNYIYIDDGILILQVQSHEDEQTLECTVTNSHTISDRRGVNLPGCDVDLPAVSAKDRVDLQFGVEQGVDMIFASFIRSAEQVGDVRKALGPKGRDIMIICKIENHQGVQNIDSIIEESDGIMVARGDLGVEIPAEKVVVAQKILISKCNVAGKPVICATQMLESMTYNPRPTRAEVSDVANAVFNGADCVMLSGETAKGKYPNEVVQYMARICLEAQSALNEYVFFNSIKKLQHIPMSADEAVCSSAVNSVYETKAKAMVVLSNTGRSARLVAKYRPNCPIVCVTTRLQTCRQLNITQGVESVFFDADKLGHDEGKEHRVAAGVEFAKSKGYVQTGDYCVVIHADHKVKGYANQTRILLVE
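Pyruvate kinase activity monitored as ATP production (luciferase luminescence). Conditions: 0.1 nM enzyme, 0.5 mM PEP, 0.1 mM ADP, 1 h, RT; normalized against uninhibited and no-enzyme wells.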
TbPYK inhibitor: T. brucei pyruvate kinase inhibition | TbPYK enzyme, Kinase-Glo Plus ATP luminescence, 45 min | Potency, µM (titrated, usually from 76.8 µM), without a hit: at the top dose activity, negative = inhibition, most hits filed as inhibitors | 410,000 compounds, 0.12% hits | Q57TT1 | AID 624173; further: potency means the concentration at half of the fitted maximal effect; on the % scale 0 is the no-effect control and ±100 the full control effect; nearly all actives have a fitted effect of over 50% in size
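In this concentration-response screen, enzyme-free wells defined baseline while DMSO plates tracked drift. Each reaction combined TbPYK, substrate, compound and 130 uM ADP for 45 min at room temperature. Kinase-Glo Plus luminescence gave the signal.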
CHX counter: affects cycloheximide protein synthesis inhibition readout, counter-screen. max response, %. 300,000 compounds, 12% hits. AID 2314. cell reporter, cycloheximide protein synthesis inhibition counterscreen; in the data active means max response mostly above about 13%, no sharp cut-off; inactive means mostly below about 14%; further: read at 38.3 µM for the half of the compounds with a filed dose; 0% is about no effect
Shiga toxin inh: inhibitors of Shiga toxin in Vero cells. Vero cells, Shiga toxin protein synthesis inhibition reporter. inhibition, % at 38.7 µM. 290,000 compounds, 9.2% hits; in the data active means inhibition mostly above about 28%, no sharp cut-off; inactive means mostly below about 43%; further: 0% is about no effect
AMA1 RON2 block: disrupts binding of P. falciparum AMA1 to RON2 | AlphaScreen AMA1-biotinylated RON2 peptide binding | Potency, µM (top dose mostly 58.2 µM), for the others: at the highest dose activity change, negative = inhibition, most hits filed as inhibitors | 360,000 compounds, 0.2% hits | AID 720542;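 further: potency means the concentration at half of the fitted maximal effect; 0% = vehicle wells and -100% = peptide control; nearly all actives have a fitted effect of over 45% in size; some results filed as inactive show a strong effect at the top dose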
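AMA1 (3D7) with his tag at 25 nM final met compounds first, then biotinylated RON2 peptide at 25 nM; detection used donor plus acceptor beads, 10 µg/mL apiece, read by AlphaScreen after 30 min at room temperature.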
Pf growth 48h: P. falciparum growth inhibition at 48 hours (one generation) | P. falciparum luciferase growth in erythrocytes, 48 h | Potency, µM (series often up to 28.7 µM), for the others: top-dose activity change, negative = inhibition, most hits filed as inhibitors | 310,000 compounds, 5.9% hits | AID 504832; further: potency means the concentration at half of the fitted maximal effect; on the % scale 0 is the no-effect control and ±100 the full control effect
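First compound was added to culture medium, then infected red cells at 0.1% parasitemia and 2% hematocrit (final). After incubation at 37 C under 5% CO2, luciferase detection reagent was dispensed and light output recorded.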
The depositor's hits bear a star; i = inactive; ? = inconclusive; nt = not tested or not shown; [ ] = remark or other dose. Unless noted, the call rests on the fitted dose curve; in most records, active means well fitted curve in the direction sought with a large enough effect; inconclusive means small, poorly fitted or top-dose-only effect, or another doubt; inactive means no such curve, though single readings can be large; an effect the other way counts as inactive or inconclusive. Compounds were not picked by outcome; any-hit rate near 21%.

SMILES	Pf growth 96h	LmPK inh	TbPYK inhibitor	CHX counter	Shiga toxin inh	AMA1 RON2 block	Pf growth 48h
O=C(CNS(=O)(=O)c1ccc(F)c(Cl)c1)N1CCCCCC1	4%	-2%	-1%	1	3	8%	11%
COCCOC(=O)c1c(C)oc2ccc(OC(=O)N(C)C)cc12	1%	2%	-3%	7	-12	-3%	11%
CN1c2ccccc2-c2nc3ccccc3n2C1c1cccs1 (configuration not stated)	1.7µM*	0%	-8%	22	-16	30%	8.3µM*
COCCNC(=O)/C(C#N)=C/c1c(F)cccc1Cl	-20%	9%	-3%	12	-3	13%	0%
C[C@@H]1CC[C@@]2(O[C@H](CCO)C[C@@H](O)[C@@H]2O)O1	-3%	5%	-2%	-2	-17	-3%	7%
CN(Cc1cccc(F)c1)C(=O)CN1CCN(S(=O)(=O)c2ccc3c(c2)OCCCO3)CC1	?	nt	-5%	nt	nt	-10%	6%
O=C(COC(=O)CCN=C1NS(=O)(=O)c2ccccc21)NNC(=O)c1ccc(Cl)cc1	-20%	nt	1%	nt	nt	77%[activator]	-22%
CC1CN(C(=O)/C=C/c2ccccc2[N+](=O)[O-])CC(C)O1 (configuration not stated)	?	-1%	-5%	1	-7	6%	17%
Cn1nnnc1SCSc1nnnn1C	124%[activator]	-1%	-6%	12	9	5%	24%
COc1ccccc1NC(=O)c1cc(Cl)nc2ccccc12	?	1%	-6%	2	-5	-3%	-7%
Cc1ccc(NC(=O)C2(c3cccs3)CCOCC2)cc1C	?	-2%	0%	-5	-9	6%	-16%
COc1ccc(CN(C)CC(=O)Nc2ccccc2C(F)(F)F)cc1	-23%	3%	5%	-1	7	22%	2%
CC(C)[C@H](NC(=O)c1ccccc1Cl)C(=O)OCc1cc([N+](=O)[O-])cc2c1OCOC2	?	1%	-7%	14	-4	-4%	-13%
Cc1csc(=O)n1CCC(=O)OCc1nnc(-c2ccccc2)o1	26%	nt	0%	nt	nt	12%	-12%
CC(C)CN(C(=O)COC(=O)c1cccnc1Cl)c1c(N)n(Cc2ccccc2)c(=O)[nH]c1=O	19%	nt	-6%	nt	nt	5%	-17%
O=C(Nc1ccccc1F)c1ccc(COc2ccc(Cl)cc2Cl)o1	26%	8%	-8%	2	13	-9%	20%
Cc1nc2nc(SCC(=O)NCc3ccco3)nn2c(C)c1Cc1ccccc1	10µM*	2%	-6%	-4	7	0%	nt
CSc1nc(N)c(C(=O)NC2CCCCC2)s1	45%[activator]	1%	-1%	38*	75*	-10%	31%[activator]
COc1cccc(NC(=O)C2C3C=CC4(O3)C2C(=O)N(C(C)C)C4C(=O)NC2CCCCC2C)c1 (configuration not stated)	?	4%	-5%	1	-3	-4%	-16%
COC(=O)c1ccc(CSCc2ccc(C(=O)OC)o2)o1	13%	-1%	2%	1	38*	7%	0%
O=C1CN(C(=O)NCC(=O)N[C@@H](Cc2ccccc2)C(=O)O)c2ccccc2N1	-12%	5%	-1%	-2	-7	8%	15%
O=c1[nH]c(=O)n([C@H]2C[C@H](O)[C@@H](CO)O2)cc1I	46%[activator]	nt	-3%	nt	nt	4%	-18%
c1ccc(C(c2c[nH]c3ccccc23)c2c[nH]c3ccccc23)nc1	-18%	8%	-14%	-1	17	-1%	nt
Brc1ccc(-n2cccc2/C=N/n2cnnc2)cc1	-10%	3%	-20%	-3	-2	-4%	nt
COc1cc(C)c(Cl)cc1S(=O)(=O)NCCN1CCOCC1	nt	2%	-1%	-4	16	10%	5%

(list continues)
SMILES	Pf growth 96h	LmPK inh	TbPYK inhibitor	CHX counter	Shiga toxin inh	AMA1 RON2 block	Pf growth 48h
COc1cc([C@@H]2CC=C(C(=O)O)[C@H](c3ccccc3)N2S(=O)(=O)c2ccc(C)cc2)cc(OC)c1OC	8.3µM*	nt	-10%	nt	nt	12%	3.3µM*
CCn1nc(C)c(/C=N/NC(=O)Cn2nccc2C)c1C	100%[activator]	-2%	1%	37*	72*	104%[activator]	108%[activator]
Cc1cc(=O)oc2cc(OC(C)C(=O)NCCCN3CCCC3=O)c(Cl)cc12 (configuration not stated)	?	-10%	-7%	-6	-2	-10%	7%
CN(CCOCCOc1ccc2ccccc2c1)Cc1ccccc1	15µM*	-10%	-4%	8	9	6%	nt
Cc1csc(=O)n1CCC(=O)OCC(=O)Nc1cc(Cl)ccc1[N+](=O)[O-]	80%[activator]	nt	3%	nt	nt	-28%	-3%
O=C(CNC(=O)C1CCCCC1)OCn1nnc2ccccc2c1=O	-9%	6%	-1%	-7	16	-1%	3%
O=C(CCC(=O)Nc1ccc(Cl)cc1)N/N=C/c1ccc2c(c1)OCO2	?	-7%	5%	-2	-13	2%	?
Cc1[nH]nc(N2CCCCC2)c1[N+](=O)[O-]	58%[activator]	-4%	3%	-1	-11	-16%	5%
C/C(CC(=O)NC1CCCCC1)=N\NC(=O)c1ccccc1C	?	0%	0%	14	63*	47%[activator]	28%
CCCn1nc(NC(=O)c2cccs2)c2cc3cc(OC)ccc3nc21	-21%	4%	0%	18*	29*	63%[activator]	?
Cc1ccc2nsnc2c1NC(=O)CCc1ccccc1	15%	0%	3%	-3	-5	10%	4%
Cc1cnc(C(=O)OCC(=O)Nc2ccc3c(c2)OCCO3)cn1	?	nt	-9%	nt	nt	0%	-20%
O=C1N(Cc2cccc(Cl)c2)C[C@@H]2C[C@@H](c3ccsc3)N3CCC[C@@]123	5%	-1%	-17%	-1	-9	-4%	8.3µM*
CC(=O)NC(C1C(=O)CC(C)(C)CC1=O)(C(F)(F)F)C(F)(F)F	18%	-13%	1%	-2	0	?	22%
CCOc1ccc(S(=O)(=O)N2CCC(C(=O)NC3CC3)CC2)cc1Cl	-4%	6%	-10%	-6	4	20%	?
Cc1ccc(S(=O)(=O)N2CCN(C(=O)CCOc3ccccc3C)CC2)cc1C	?	nt	1%	nt	nt	-21%	?
CCOc1ccccc1N1CC(C(=O)N2CCN(Cc3ccc(C#N)cc3)CC2)CC1=O (configuration not stated)	-2%	nt	0%	nt	nt	-9%	?
O=C(c1ccccc1F)N(NC(=O)C(O)(c1ccccc1)c1ccccc1)c1ccccc1	39%[activator]	-1%	-10%	2	3	-3%	18%
COc1cc(/C=C(/NC(C)=O)C(=O)O)cc(Cl)c1OCc1ccc(Br)cc1	?	0%	0%	6	5	2%	?
Cc1cc(C(=O)Nc2ccccc2Cc2ccccc2)no1	172%[activator]	-2%	1%	5	-6	-1%	-10%
O=C(Cn1ncc(Cl)c(Cl)c1=O)NC1CCCCC1	?	nt	-2%	nt	nt	-1%	-24%
O=C(NCc1cccs1)c1cnc(Cl)c(Cl)c1	9%	5%	-1%	30*	45*	-4%	10%
O=C(Nc1ccccc1N1CCCCC1)C1CCN(S(=O)(=O)c2cccc(C(F)(F)F)c2)CC1	?	nt	-18%	nt	nt	10%	8.3µM*
O=S1(=O)CC(O)C(Nc2ccc(Cl)cc2)C1 (configuration not stated)	3.7µM*	2%	3%	1	-5	7%	10%
O=C(c1ccco1)N1CCN(Cc2c(Cl)cccc2Cl)CC1	2.6µM*	3%	0%	21*	110	-1%	19%

In the list so far, two contain bromine.
SMILES	Pf growth 96h	LmPK inh	TbPYK inhibitor	CHX counter	Shiga toxin inh	AMA1 RON2 block	Pf growth 48h
Brc1ccc(-n2cccc2/C=N/n2cnnc2)cc1	-10%	3%	-20%	-3	-2	-4%	nt
COc1cc(/C=C(/NC(C)=O)C(=O)O)cc(Cl)c1OCc1ccc(Br)cc1	?	0%	0%	6	5	2%	?

Next section:
SMILES	Pf growth 96h	LmPK inh	TbPYK inhibitor	CHX counter	Shiga toxin inh	AMA1 RON2 block	Pf growth 48h
COc1ccc(-n2cnnc2SCC(=O)Nc2cc(C)on2)cc1	2%	9%	14%	-4	-6	-1%	14%
Nc1nc(SCC(=O)N2CCCC2)[nH]c(=O)c1NC(=O)c1cccs1	14%	-2%	-9%	-2	-2	-3%	7%
O=C(Nc1cccc2ncccc12)c1cccnc1	nt	-1%	2%	2	14	25%	23%
O=C(O)c1cccc([N+](=O)[O-])c1C(=O)Nc1ccc2ccccc2c1	8%	-1%	5%	20*	22	-2%	30%
O=C(Nc1cccc(C(F)(F)F)c1)c1cc[n+]([O-])cc1	-2%	0%	2%	-1	-5	-10%	20%
CCOC(=O)CN1C(=O)N[C@@H](c2ccco2)C(C(C)=O)=C1C	nt	-8%[11.5 µM]	2%	nt	nt	-2%	nt
Cc1cc(Cl)c(OCCCn2cncn2)c(Br)c1	-16%	2%	-4%	-4	-4	11%	?
O=C1c2ccccc2-c2c1cccc2C(=O)N1CCN(C(=O)c2ccco2)CC1	3%	0%	?	2	-3	-1%	-9%
C=CCn1c(=N)n(CC(=O)c2cccc([N+](=O)[O-])c2)c2ccccc21	?	1%	-1%	20	20	17%	?
CN(CCOc1ccc(Cl)cc1)CC(=O)Nc1ccc(OC(F)(F)F)cc1	17%	-2%	6%	-2	-4	27%	14%
Cc1cccc(N=Nc2cn[nH]c2-c2ccco2)c1	218%[activator]	-4%	-3%	54*	100*	3%	i
O=S(=O)(Nc1ccc(Cl)c(C(F)(F)F)c1)c1cnc[nH]1	14%	-8%	-5%	1	-6	-8%	9%
COc1ccc(CNC(=S)Nc2cccc(F)c2)cc1	0%	-3%	3%	12*	28*	5%	-25%
C=CCOC(=O)C1=C[C@H](c2cn(C(C)=O)c3ccccc23)C[C@H](OCc2ccc(CO)cc2)O1	?	5%	-4%	-2	-8	-12%	?
CCOC(=O)c1sc(Nc2nc3cc4c(cc3s2)OCO4)cc1C	9.3µM*	2%	-9%	43*	82*	7%[11.6 µM]	8.3µM*
C/C=C\C(=O)Nc1cccc(C2=NOC3(C2)C[C@@H](C(N)=O)N(C(=O)C2(C)CC2)C3)c1 (some centres not stated)	20%	1%	1%	-4	-5	-6%	24%
Cc1cc(C)c(S(=O)(=O)N/N=C/c2ccc3c(c2)OCO3)c(C)c1	-1%	2%	-2%	14*	22	-1%	-1%
CC(C)c1ccc(/C=N/Nc2ccc(C(=O)O)cc2)cc1	-23%	-5%	3%	2	9	-3%	43%[activator]
O=C(CCc1nc2ccccc2[nH]1)NC1CCCCC1	-7%	4%	-3%	4	7	-9%	9%
COc1cc(NC(=O)COC(C)=O)cc(OC)c1OC	0%	-4%	-2%	-1	-13	38%[activator]	-4%
CN1CCN(S(=O)(=O)c2ccc(NC(=S)NC(=O)c3ccccc3)cc2)CC1	nt	0%	-22%	21*	36	6%	-28%
Cc1csc2ncc(C(=O)NCc3ccccn3)c(=O)n12	3%	-1%	1%	-1	8	101%[activator]	6%
CC1(C)SC2[C@@H](N=CN3CCCCCC3)C(=O)N2[C@H]1C(=O)O (some centres not stated)	17µM*	nt	4%	nt	nt	nt	?
O=C(Nc1cccc(OCC(=O)N2CCOCC2)c1)c1cccc(Cl)c1	9%	5%	-2%	-1	-4	-5%	61%[activator]
COc1ccc(CCNC(=O)C(=O)NCc2ccccn2)cc1	?	1%	-3%	7	39	67%[activator]	17%
CC(=O)c1ccc(NC(=O)/C=C/c2ccc(C)cc2)cc1	31%[activator]	2%	-1%	7	48	-1%	-4%
c1ccc(CN2CCN(CCCNc3ccc4nnc(-c5ccccc5)n4n3)CC2)cc1	11%	-2%	-7%	-2	-5	-3%	?
